# Compound activity: PubChem BioAssay, several laboratories
# PP5 primary: inhibitors of human protein phosphatase 5 (PP5); inhibition, % at 6.7 µM; actives 0.18% (n = 320,000); purified PP5c, OMFP substrate fluorescence; AID 1987; P53041;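 active = inhibition above the campaign's mean inhibition across all tested compounds plus 3 SD, cut at about 9.5% in these data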;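 also: 0% = DMSO only and 100% = 100 µM cantharidin control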
# Target sequence (P53041 whole entry, looked up): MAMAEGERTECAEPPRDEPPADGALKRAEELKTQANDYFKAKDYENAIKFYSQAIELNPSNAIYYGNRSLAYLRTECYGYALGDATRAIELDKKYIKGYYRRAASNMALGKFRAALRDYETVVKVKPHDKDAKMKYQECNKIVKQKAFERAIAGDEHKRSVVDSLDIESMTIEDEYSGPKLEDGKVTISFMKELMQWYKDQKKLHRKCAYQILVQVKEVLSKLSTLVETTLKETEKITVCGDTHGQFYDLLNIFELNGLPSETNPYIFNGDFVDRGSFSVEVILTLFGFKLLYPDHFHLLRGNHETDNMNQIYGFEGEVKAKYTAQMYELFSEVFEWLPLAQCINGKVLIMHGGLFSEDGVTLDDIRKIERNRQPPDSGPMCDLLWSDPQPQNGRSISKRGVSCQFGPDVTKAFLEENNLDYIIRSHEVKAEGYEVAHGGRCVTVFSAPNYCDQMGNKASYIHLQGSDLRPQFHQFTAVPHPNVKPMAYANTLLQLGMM
# TPT1 inhibitor: C. albicans TPT1 enzyme inhibition. inhibition, % at 5 µM. actives 0.81% (n = 300,000). AID 1962. recombinant caTPT1, FP RNA substrate dephosphorylation;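 active = inhibition above the mean of all tested compounds plus 3 SD, set per screening campaign, cut at about 24% in these data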;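 also: plate controls were DMSO alone for no effect and ferristatin control at 100 nM for full effect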
# CTSL1 counter: blocks F. hepatica cathepsin L1 in PFM18AAP counter-screen. AID 1906. inhibition, % at 5.96 µM. actives 0.49% (n = 300,000). recombinant F. hepatica cathepsin L1, Z-Leu-Arg-MCA fluorescence;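 active = inhibition above the mean of all tested compounds plus 3 SD, set per screening campaign, cut at about 17% in these data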;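 also: 0% = plate median of test compound wells and 100% = 1 µM Z-Phe-Ala-diazomethylketone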
# EBNA-1 inh: blocks EBNA-1 binding to DNA. inhibition, % at 14.8 µM. actives 0.34% (n = 300,000). EBNA-1 DNA binding, fluorescence polarization; in the data active = inhibition above about 28%
# Efflux pump inh: antifungal efflux pump inhibition, Nile Red retention; S. cerevisiae Candida pump triplex; inhibition, % at 10 µM; actives 0.44% (n = 330,000); AID 485275;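 active = plate passing quality check with inhibition over a set limit, or well fluorescence over plate mean plus 4 SD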;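 also: Nile Red retained in pooled yeast measured as flow cytometry median fluorescence; 0% = buffer negative control and 100% = Enniatin B positive control; higher means more Nile Red kept so more efflux inhibition; some compounds called inactive have numbers as strong as hits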
# PREPL inh: inhibits the human prolyl oligopeptidase-like enzyme; Q4J6C6; recombinant PREPL, fluorescence polarization activity-based probe; inhibition, % at 5.96 µM; actives 0.68% (n = 320,000); AID 2751; in the data active = inhibition above about 43%;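 also: 0% = enzyme with DMSO and 100% = wells lacking enzyme; many of its hits are not listed in these tables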
# core dimer inh: HCV core protein dimerization inhibition; TR-FRET GST/Flag-core106 dimerization, 1536-well; inhibition, % at 5 µM; actives 0.33% (n = 300,000); AID 1899;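 active = inhibition above the mean of all tested compounds plus 3 SD, set per screening campaign, cut at about 45% in these data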
#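 Material: GST/Flag-tagged HCV core106 proteins. Incubation: 4 h, 22.5 °C incubation. Read-out basis: inhibition (%) from 671 over 617 nm ratio. Measured by: TR-FRET, excitation 340 nm, emission 617 and 671 nm.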
# ZTA DNA inh: counter-screen for EBNA-1 inhibitors: inhibitors of Epstein-Barr virus ZTA. P03206. ZTA-DNA binding, fluorescence polarization. inhibition, % at 11 µM. actives 0.15% (n = 320,000). AID 2234; in the data active = inhibition above about 33%
# Target sequence (P03206 whole entry, looked up): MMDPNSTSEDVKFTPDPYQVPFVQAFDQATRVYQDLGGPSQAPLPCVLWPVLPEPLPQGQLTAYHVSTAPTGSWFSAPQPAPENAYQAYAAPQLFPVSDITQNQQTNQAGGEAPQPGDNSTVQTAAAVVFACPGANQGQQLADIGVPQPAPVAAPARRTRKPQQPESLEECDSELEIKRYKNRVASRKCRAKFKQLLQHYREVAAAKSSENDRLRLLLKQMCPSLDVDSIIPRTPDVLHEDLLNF
# PP1 inh: PP1-alpha (human) inhibition in PP5 counter-screen; inhibition, % at 6.7 µM; P62136; purified PP1alpha, OMFP fluorescence; actives 0.9% (n = 320,000);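 active = inhibition above the mean inhibition of all tested compounds plus 3 SD, computed separately for each screening campaign, cut at about 15% in these data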
# Target sequence (P62136 whole entry, looked up): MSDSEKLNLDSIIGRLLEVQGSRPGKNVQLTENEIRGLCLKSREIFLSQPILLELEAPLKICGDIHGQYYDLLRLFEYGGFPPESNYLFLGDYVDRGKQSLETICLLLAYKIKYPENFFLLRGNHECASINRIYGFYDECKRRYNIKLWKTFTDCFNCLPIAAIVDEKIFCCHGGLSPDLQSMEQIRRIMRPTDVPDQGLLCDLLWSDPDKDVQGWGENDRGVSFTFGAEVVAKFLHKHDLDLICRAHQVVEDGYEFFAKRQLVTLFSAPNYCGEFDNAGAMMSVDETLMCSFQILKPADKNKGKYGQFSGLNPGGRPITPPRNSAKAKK
# * = called active by the depositor.
# Assay codes: A = PP5 primary; B = TPT1 inhibitor; C = CTSL1 counter; D = EBNA-1 inh; E = Efflux pump inh; F = PREPL inh; G = core dimer inh; H = ZTA DNA inh; I = PP1 inh
CCc1nnc(N/N=C/c2cc(Br)c(O)cc2O)n1N
  A = 2.8	B = -2	C = 0	D = -4	E = 0.0	F = 15	G = -16	H = -19	I = -5

Cc1ccc(NCCC(=O)c2ccc(Cl)cc2)cc1
  A = 2.3	B = -2	C = -3	D = 0	E = -0.2	F = 7	G = -3	H = 10	I = -3

CCOC(=O)Nc1ccc2c(CN3CCC(C(=O)OC)CC3)cc(=O)oc2c1
  A = 1.0	B = -1	C = -1	D = -6	E = -0.4	F = -5	G = 10	H = 1	I = 1

Cc1ccc(-c2nc(NC(=O)CSc3nnc4scc(-c5ccccc5)n34)ns2)cc1
  A = -0.7	B = 3	C = 2	D = 15	E = 0.1	F = 2	G = 13	H = 12	I = -6

O=C(c1cccc(S(=O)(=O)N2CCCC2)c1)N1CCCC(C(F)(F)F)C1 (stereo not given)
  A = 0.5	B = 0	C = 3	D = -1	E = 0.0	F = -4	G = -3	H = -4	I = -4

CN(Cc1nc(Cc2cccc(F)c2)no1)CC1COCCO1 (stereo not given)
  A = 2.7	B = -2	C = -7	D = -16	E = 0.7	F = 16	G = 3	H = -7	I = -2

COc1ccccc1-c1c(C)oc2c(CN3CCOCC3)c(O)ccc2c1=O
  A = 0.4	B = -1	C = -9	D = -6	E = -0.1	F = -5	G = 1	H = -1	I = -1

O=C(CCl)N1CCN(S(=O)(=O)c2ccc3ccccc3c2)CC1
  A = -0.9	B = -4	C = 19*	D = 14	E = 0.0	F = -4	G = 12	H = 13	I = 0

Cc1cccc(OCC(=O)N/N=C/C=C/c2ccco2)c1
  A = -2.2	B = 7	C = 1	D = 6	E = 0.1	F = 0	G = 28	H = 6	I = 2

CCN(CC)c1ccc(/C=N/N2C(=O)c3ccccc3C2=O)c(O)c1
  A = 1.7	B = 45*	C = -1	D = 2	E = 0.0	F = -4	G = 0	H = -1	I = -3

# 5 entries already listed, sorted by length of the SMILES, lowest first:
# Assay codes: A = PP5 primary; B = TPT1 inhibitor; C = CTSL1 counter; D = EBNA-1 inh; E = Efflux pump inh; F = PREPL inh; G = core dimer inh; H = ZTA DNA inh; I = PP1 inh
Cc1ccc(NCCC(=O)c2ccc(Cl)cc2)cc1
  A = 2.3	B = -2	C = -3	D = 0	E = -0.2	F = 7	G = -3	H = 10	I = -3

CCc1nnc(N/N=C/c2cc(Br)c(O)cc2O)n1N
  A = 2.8	B = -2	C = 0	D = -4	E = 0.0	F = 15	G = -16	H = -19	I = -5

CN(Cc1nc(Cc2cccc(F)c2)no1)CC1COCCO1 (stereo not given)
  A = 2.7	B = -2	C = -7	D = -16	E = 0.7	F = 16	G = 3	H = -7	I = -2

CCN(CC)c1ccc(/C=N/N2C(=O)c3ccccc3C2=O)c(O)c1
  A = 1.7	B = 45*	C = -1	D = 2	E = 0.0	F = -4	G = 0	H = -1	I = -3

O=C(c1cccc(S(=O)(=O)N2CCCC2)c1)N1CCCC(C(F)(F)F)C1 (stereo not given)
  A = 0.5	B = 0	C = 3	D = -1	E = 0.0	F = -4	G = -3	H = -4	I = -4

# Further records:
# Assay codes: A = PP5 primary; B = TPT1 inhibitor; C = CTSL1 counter; D = EBNA-1 inh; E = Efflux pump inh; F = PREPL inh; G = core dimer inh; H = ZTA DNA inh; I = PP1 inh
CC1=N/C(=C\c2ccc(OC(C)C)cc2)C(=O)N1c1ccc(C(=O)O)cc1
  A = 0.3	B = 13	C = 4	D = 8	E = -0.1	F = 1	G = 0	H = 7	I = 1

O=C(N/N=C/C=C/c1ccccc1[N+](=O)[O-])c1cccnc1
  A = 2.0	B = -1	C = 6	D = -13	E = 0.8	F = 10	G = -4	H = 2	I = -5

CN(C)S(=O)(=O)c1cccc(NC(=O)CCCSc2ccccc2)c1
  A = 5.0	B = -2	C = -23	D = 9	E = 0.1	F = -2	G = 12	H = -4	I = 1

O=C(O)c1n[nH]nc1-c1ccccc1
  A = 51*	B = 1	C = -3	D = -6	E = -0.1	F = -10	G = 1	H = -8	I = -2

Cc1ccc(S(=O)(=O)NCC2NCCc3ccccc32)cc1 (stereo not given)
  A = 0.9	B = 0	C = -1	D = 3	E = -0.1	F = 5	G = 1	H = 12	I = -3

C=CCn1cc(C(=O)NCCCOCC)c(=O)c2cc(S(=O)(=O)N(CC)CC)ccc21
  A = 2.9	B = 0	C = 4	D = 2	E = 0.2	F = 16	G = 0	H = -6	I = -4

O=C(NCc1ccco1)C1CCCN(S(=O)(=O)c2cc(Cl)ccc2Cl)C1 (stereo not given)
  A = 1.6	B = 0	C = 2	D = -1	E = 0.1	F = 12	G = -19	H = -23	I = 1

COc1ccc(C(O)c2coc3ccc(O)c(CN(C)C)c23)cc1 (stereo not given)
  A = -5.8	B = -2	C = -1	D = -10	E = 0.3	F = 9	G = -2	H = -8	I = -3

CCn1c(C(=O)NC2CCC(C)CC2)cc2sccc21 (stereo not given)
  A = 0.0	B = -4	C = 2	D = -1	E = 0.0	F = -2	G = -2	H = -7	I = -3

O=C(O)CC(c1ccc(OC2CCCC2)cc1)N1C(=O)c2ccccc2C1=O (stereo not given)
  A = 2.1	B = 1	C = -1	D = -4	E = 0.0	F = -6	G = 0	H = -9	I = 1

CC(C)N1CC(C(=O)Nc2ccc(Cl)c([N+](=O)[O-])c2)CC1=O (stereo not given)
  A = -2.2	B = 2	C = -7	D = 10	E = -0.2	F = 12	G = 7	H = 7	I = 1

CS(=O)(=O)c1ccc(NCCN2CCOCC2)c([N+](=O)[O-])c1
  A = 0.1	B = 0	C = 1	D = -11	E = 0.0	F = 3	G = -3	H = -5	I = -2

COc1ccc(-n2c(=O)c3ccccc3c3ccccc3c2=O)cc1
  A = 0.6	B = 0	C = 0	D = -15	E = 0.3	F = 1	G = 0	H = -13	I = 4

COc1ccc(-c2c(C(F)(F)F)nn(C)c2NC(C)=O)cc1
  A = -0.8	B = -1	C = -4	D = 4	E = 0.0	F = -5	G = -2	H = 12	I = 0

COC(=O)CNC(=O)CCC(=O)N1CCN(C(c2ccccc2)c2ccccc2)CC1
  A = 0.1	B = 0	C = 11	D = -6	E = 0.0	F = 2	G = -23	H = -12	I = -7

COc1ccc(N2CC(NS(=O)(=O)c3cccs3)CC2=O)cc1OC (stereo not given)
  A = 2.4	B = 3	C = 5	D = -6	E = 0.1	F = 2	G = -1	H = 0	I = -4

CCOc1ccc(S(=O)(=O)N(CC(=O)NC2CCCCC2C)Cc2ccco2)cc1 (stereo not given)
  A = -2.5	B = -2	C = 2	D = 1	E = -0.1	F = -4	G = 12	H = 2	I = 2

CC(Oc1ccccc1)C(=O)Nc1ccc(S(=O)(=O)Nc2nccs2)cc1 (stereo not given)
  A = -9.4	B = -2	C = 11	D = -2	E = 0.0	F = 20	G = -13	H = -1	I = 3

COc1ccc(NC(=O)COC(=O)C2C3CC4OC(=O)C2C4C3)cc1 (stereo not given)
  A = 4.6	B = 1	C = -3	D = -9	E = -0.1	F = 6	G = 0	H = -5	I = 1

O=C(N/N=C/C=C/c1ccc2c(c1)OCO2)c1ccc([N+](=O)[O-])cc1
  A = -0.9	B = -2	C = 2	D = 7	E = 0.0	F = 6	G = 5	H = 3	I = -3

COc1ccc(OCC(=O)NCCNC(=O)c2ccncc2)cc1
  A = 0.8	B = -2	C = 0	D = -6	E = -0.1	F = 0	G = -3	H = 2	I = -1

NC(=O)CCCSc1nc2ccccc2[nH]1
  A = 1.0	B = 2	C = -1	D = -12	E = 0.1	F = -2	G = -5	H = 6	I = -1

COc1cc(OC)cc(C(=O)NCC(=O)OCC(=O)Nc2ccc3c(c2)OCO3)c1
  A = 2.1	B = 5	C = -16	D = 1	E = 0.2	F = -5	G = -2	H = 3	I = -7

S=C(NCC1CCCO1)N1CCN(Cc2ccccc2)CC1 (stereo not given)
  A = -0.7	B = -1	C = 1	D = 9	E = -0.1	F = -9	G = -5	H = 3	I = -1

O=c1c(Cc2ccccc2)c(O)ccn1Cc1ccc2c(c1)OCO2
  A = -0.8	B = -4	C = 0	D = -6	E = -0.3	F = 0	G = -2	H = -7	I = -2

Cc1cccc(CCNC(=O)C2CCCN(c3cnccn3)C2)c1 (stereo not given)
  A = 1.4	B = -2	C = -2	D = 1	E = 0.0	F = 6	G = 3	H = 6	I = -3

O=C(Cc1ccccc1Cl)N1CCOCC1
  A = -1.8	B = -2	C = 0	D = 7	E = -0.1	F = 2	G = -7	H = 4	I = -6

Cc1cnc(C(=O)NCC(c2ccccc2)c2ccccc2)cn1
  A = -0.3	B = -1	C = -2	D = -22	E = 0.2	F = 9	G = 1	H = 0	I = 5

Cn1sc(NC(=O)c2ccccc2)nc1=O
  A = 0.7	B = -3	C = 0	D = 1	E = 0.1	F = 1	G = -3	H = 9	I = 0

FC(F)(F)c1cccc(N2CCN(C(=S)NC3CCCC3)CC2)c1
  A = 4.0	B = 2	C = 1	D = 0	E = -0.1	F = 14	G = 5	H = 21	I = 4

O=C(NC1CCCc2ccccc21)C1CCN(c2nnc(-n3cccc3)s2)CC1 (stereo not given)
  A = -1.7	B = -1	C = -2	D = -3	E = 0.0	F = -7	G = 31	H = 0	I = 7

Cc1cccn2c(=O)c3cc(C(=O)NC4CCCC4)c(=N)n(C4CCCC4)c3nc12
  A = -1.8	B = -1	C = 4	D = 13	E = -0.1	F = 39	G = 12	H = 20	I = -1

Cn1c(SCc2ccc(Br)cc2)nc2c(c1=O)SCC2
  A = 4.3	B = 3	C = 2	D = -5	E = 0.1	F = 47*	G = 8	H = -7	I = 3

COc1cc(C(=S)N2CCOCC2)cc(OC)c1OC(=O)c1cccc(C)c1
  A = 1.8	B = 0	C = 3	D = 0	E = -0.1	F = 2	G = 0	H = 3	I = 3

COC(=O)c1sccc1NC(=O)c1ccco1
  A = 1.9	B = 2	C = 7	D = -10	E = 0.2	F = 11	G = -1	H = -4	I = -2

Cc1ccnc(NS(=O)(=O)c2ccc(NC(=O)C(C)(C)C)cc2)n1
  A = -0.8	B = -5	C = 2	D = 6	E = 0.0	F = 2	G = -4	H = 1	I = -1

Cc1ccccc1NC(=O)c1sc2nc3c(c(-c4ccco4)c2c1N)CCC3
  A = -0.1	B = 11	C = 0	D = 4	E = -0.1	F = 28	G = 33	H = 18	I = 6

Cc1ccc(-c2cc(C(F)F)nc(N3CCC(C)CC3)n2)cc1
  A = -1.0	B = -3	C = 10	D = -13	E = 0.1	F = 16	G = 0	H = 1	I = 0

CCCC(=O)NC(c1ccco1)c1cc(Cl)c2cccnc2c1O (stereo not given)
  A = 1.6	B = 3	C = 2	D = -7	E = 0.2	F = 29	G = 6	H = 11	I = 7

CN(C)c1ccnc(C(=O)O)c1
  A = -1.3	B = -7	C = 2	D = 17	E = -0.3	F = 24	G = -8	H = -3	I = 1

O=C(c1c(F)cccc1Cl)N1CCN(S(=O)(=O)c2ccc3c(c2)OCCCO3)CC1
  A = 0.9	B = 0	C = -2	D = 14	E = -0.1	F = -2	G = -9	H = 2	I = -7

COc1ccc(N(CC(=O)Nc2ccc(C)cc2)S(=O)(=O)c2c(C)noc2C)cc1
  A = 1.0	B = -1	C = 3	D = 5	E = -0.3	F = 24	G = 13	H = 5	I = 0

CCCOc1ccc(/C=N/NC(=O)CSc2ccccn2)cc1OC
  A = 3.1	B = -3	C = -1	D = -10	E = 0.0	F = 4	G = -1	H = 7	I = -5

O=c1cc(-c2cccs2)oc2ccc(Cl)cc12
  A = -1.9	B = -2	C = 2	D = 8	E = -0.1	F = -50	G = 4	H = 2	I = -2

CCOc1[nH]n(-c2ccccc2)c(=O)c1C=Nc1ccc(Cl)cc1
  A = 3.0	B = -6	C = 1	D = 5	E = -0.2	F = -4	G = 5	H = 1	I = -7

O=C(Nc1cccc(NC(=O)c2ccc(F)cc2)c1)c1ccc(F)cc1
  A = -0.5	B = -1	C = -5	D = 28*	E = -0.1	F = -5	G = 12	H = 8	I = -3

# A portion of the library; count on the stated rates, not on these rows.
